Screening results deposited in PubChem by several laboratories.
TNAP act hi DEA – TNAP activators at high phosphate acceptor level, primary screen, biochemical, luminescence, uHTS; Alkaline phosphatase, tissue-nonspecific isozyme (Homo sapiens), P05186; purified TNAP, CDP-star luminescence, 1 M DEA, 30 min; stronger effect = higher value; 0 = EDTA background, 1 = DMSO-only activity; activation factor at 20 µM; 200,000 tested, under 10 active;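 active = activation factor at least 2 at 20 µM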
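Control set: EDTA negative control, DMSO positive control / Assay system: human TNAP / Quantity: TNAP 1/800 final / Evaluation: TNAP activation factor scaled between EDTA and DMSO control wells / Measured by: luminescent substrate turnover signal / Compound dosing: one dose, 20 µM / Times: 30 min enzyme reaction at room temperature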
ROMK mod – ROMK potassium channel modulators, primary screen, cell-based, thallium flux, MLSMR library; ATP-sensitive inward rectifier potassium channel 1 (Homo sapiens), P48048; AID 1918, 2009; Tet-inducible ROMK, thallium flux fluorescence; actives lie on both sides; 130,000 tested, 2% active; B-score at 10 µM;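 active = signal ratio slope over the read window, or its plate-corrected B-score, at least 3 SD from the plate mean, either direction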;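 note: B-score of the F/F0 ratio slope over 7 to 12 s after thallium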
Target sequence (P48048 whole entry, looked up): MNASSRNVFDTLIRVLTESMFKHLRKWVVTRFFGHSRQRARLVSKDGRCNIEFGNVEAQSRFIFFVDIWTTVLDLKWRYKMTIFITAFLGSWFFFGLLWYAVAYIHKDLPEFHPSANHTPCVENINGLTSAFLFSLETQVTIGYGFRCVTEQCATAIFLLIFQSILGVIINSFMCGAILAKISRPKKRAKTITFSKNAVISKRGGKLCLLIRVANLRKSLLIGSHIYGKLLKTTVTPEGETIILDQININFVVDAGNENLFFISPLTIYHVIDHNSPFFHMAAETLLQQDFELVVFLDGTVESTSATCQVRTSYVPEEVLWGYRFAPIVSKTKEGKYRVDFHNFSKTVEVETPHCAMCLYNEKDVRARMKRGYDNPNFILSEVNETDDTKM
bIAP activator – bovine intestinal alkaline phosphatase activators, primary screen, biochemical, bovine IAP, CDP-star luminescence. alkaline phosphatase, intestinal [Bos taurus]. purified bovine IAP, 30 min; stronger effect = higher value; fold of DMSO-control signal, blank-subtracted. activation factor at 20 µM. 200,000 tested, 0.17% active. AID 1016, 2008;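 active = activation factor of 2 or more at 20 µM, a signal rise over negative controls twice the positive control's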
bIAP inhibitor – bovine intestinal alkaline phosphatase inhibitors, primary screen, selectivity assay for TNAP inhibitor project, biochemical, bovine IAP, CDP-star luminescence | purified bovine IAP, 30 min | 190,000 tested, under 10 active | inhibition, % at 20 µM | AID 1019, 2008;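 active = over 50% inhibition of intestinal alkaline phosphatase at 20 µM in the single-dose screen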
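System: purified bovine intestinal alkaline phosphatase (IAP) enzyme; Input: IAP diluted 1/65,000,000 in the well; Measured by: CDP-star luminescence signal; Compound dosing: 20 µM single dose; Incubation: 30 min reaction at room temperature.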
SRC2 TRFRET art – TR-FRET signal artefacts, primary screen, artefact control for PPARgamma SRC-2 agonist project, biochemical | 200,000 tested, 0.4% active | TR-FRET ratio at 8 µM | TR-FRET artefact counter-screen; stronger effect = higher value; in the data active = TR-FRET ratio above about 2000; note: inactives centre near 1500
STAT3 blocker – IL-6 driven STAT3 reporter inhibitors, primary screen, U3A cells, luciferase, luminescence, MLSCN library; IL-6 STAT3-luciferase reporter; host cell line lacks STAT1; inhibition, % at 5.5 µM; 190,000 tested, 0.89% active; AID 862, 2007;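 active = inhibition above the mean inhibition across all screened compounds plus 3 SD, cut at about 44% in these data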;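 note: 0% = DMSO only wells and 100% = 100 µM nifuroxazide control wells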
PPARg SRC-2 ag – agonists of PPARg-SRC-2 recruitment, primary screen, biochemical, HTS; Peroxisome proliferator-activated receptor gamma (Homo sapiens), P37231; PPARgamma LBD-SRC-2 recruitment; AID 1032, 2008; activation, % at 8 µM; 200,000 tested, 0.34% active; in the data active = activation above about 22%;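 note: 0% = vehicle and 100% = reference agonist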
Target sequence (P37231 whole entry, looked up, the tested form may be a part): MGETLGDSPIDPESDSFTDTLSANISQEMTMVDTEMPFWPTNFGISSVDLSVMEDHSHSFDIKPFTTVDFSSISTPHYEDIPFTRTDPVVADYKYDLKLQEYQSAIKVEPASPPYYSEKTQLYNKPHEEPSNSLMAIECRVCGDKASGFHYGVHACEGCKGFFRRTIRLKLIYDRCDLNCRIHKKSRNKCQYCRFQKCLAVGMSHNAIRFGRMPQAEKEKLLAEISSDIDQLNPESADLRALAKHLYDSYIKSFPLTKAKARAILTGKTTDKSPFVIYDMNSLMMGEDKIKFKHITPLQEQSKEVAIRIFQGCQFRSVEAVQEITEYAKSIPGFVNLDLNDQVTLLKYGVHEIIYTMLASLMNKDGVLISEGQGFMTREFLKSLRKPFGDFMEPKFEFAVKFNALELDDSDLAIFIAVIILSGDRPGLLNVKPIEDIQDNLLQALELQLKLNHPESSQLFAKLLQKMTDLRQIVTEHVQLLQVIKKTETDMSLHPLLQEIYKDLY
STAT1 inh – STAT1 signaling inhibitors, primary screen, cell-based, HTS, luciferase reporter | NIH 3T3 STAT1-luciferase reporter, IFN-gamma, luminescence | inhibition, % at 5.5 µM | 200,000 tested, 0.35% active | AID 920, 2007;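 active = inhibition above a set limit, the mean inhibition across all tested compounds plus 3 SD, cut at about 34% in these data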;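 note: 0% = IFN-gamma with DMSO and 100% = IFN-gamma with 300 µM nifuroxazide; values of inactives mirror those of a sister screen read the other way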
PPARg SRC1 recr – PPARgamma agonists recruiting SRC-1 coactivator, primary screen, biochemical. activation, % at 8 µM. 200,000 tested, 0.41% active. Peroxisome proliferator-activated receptor gamma (Homo sapiens), P37231. PPARgamma-SRC-1 coactivator recruitment biochemical assay; in the data active = activation above about 19%;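 note: 0% = DMSO and 100% = reference agonist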
STAT3 activator – IL-6 driven STAT3 reporter potentiators, primary screen, U3A cells, luciferase, luminescence, MLSCN library | IL-6 STAT3-luciferase reporter; 100% = signal with IL-6 EC80 alone | activation (% of control), % at 5.6 µM | 190,000 tested, 0.91% active | AID 871, 2007;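 active = activation above the screen-wide mean of compound activation plus 3 SD, cut at about 130% in these data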;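 note: 0% = background luminescence of wells with medium and substrate only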
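system = STAT3-luciferase reporter U3A cells | reagent = IL-6 stimulus at 33 ng/mL final | timing = 1 h compound pre-exposure, 6 h IL-6 stimulation, 37 °C | measured by = luminescence | evaluation = % activation versus median of IL-6-stimulated wells | control set = IL-6-only wells as 100% reference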
PPARg SRC-3 ag – PPARgamma agonists recruiting SRC-3 coactivator, primary screen, biochemical; Peroxisome proliferator-activated receptor gamma (Homo sapiens), P37231; biochemical PPARgamma/SRC-3 coactivator recruitment assay; activation, % at 8 µM; 200,000 tested, 0.26% active; AID 731, 2007; in the data active = activation above about 23%;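 note: 0% = DMSO and 100% = reference agonist; some compounds past the cut are filed as inactive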
Numbers without * were called inactive; nt = no result given.

SMILES | TNAP act hi DEA | ROMK mod | bIAP activator | bIAP inhibitor | SRC2 TRFRET art | STAT3 blocker | PPARg SRC-2 ag | STAT1 inh | PPARg SRC1 recr | STAT3 activator | PPARg SRC-3 ag
CCOC(=O)C1/C(=N\O)CC(C)(O)C(C(=O)OCC)C1c1ccc(OC)c(OC)c1 (centres undefined) | 1 | 0.61 | 1.1 | -6 | 1696 | 6 | 2 | -3 | 3 | 98 | 1
COc1ccc(NC(=O)C2CCC(C)(C(=O)O)C2(C)C)cc1 (centres undefined) | 1 | 1.3 | 1 | 4 | 1467 | -2 | 4 | -1 | 1 | 101 | 2
O=C(Nc1cccnc1Cl)c1cc([N+](=O)[O-])ccc1Cl | 1 | nt | 1 | 4 | 1579 | 7 | -2 | -5 | 5 | 95 | -4
Cc1c(-n2c(-c3ccccc3Cl)n[nH]c2=S)c(=O)n(-c2ccccc2)n1C | 1.1 | 0.19 | 1 | 0 | 1596 | 11 | 6 | 0 | 7 | 96 | 0
Cc1ccccc1C(=O)N1CCC(C(=O)Nc2ccc3c(c2)OCCO3)CC1 | 1 | nt | 1 | -4 | 1474 | 14 | 7 | 2 | 3 | 95 | 12
CCOC(=O)c1sc(-c2ccccn2)nc1C | 1 | -0.15 | 1.1 | -7 | 1392 | -27 | 2 | -31 | 0 | 124 | 4
O=C(C1=C[C@H](c2ccc(C(F)(F)F)cc2)C[C@H](OCc2ccc(CO)cc2)O1)N1CCOCC1 | 1.1 | nt | 1.1 | -6 | 1524 | nt | -5 | 9 | -7 | nt | -3
O=C(OCC(=O)N1CCOCC1)c1ccccc1SCC(=O)N1CCCC1 | 1.1 | nt | 0.9 | 10 | 1690 | 8 | 4 | -1 | 6 | 102 | 9
Cc1ccc(C(C)C)c(OCc2ccc(C(=O)N/N=C/c3ccc(O)cc3O)cc2)c1 | 1 | nt | 0.9 | 6 | 1477 | 4 | 1 | -13 | 3 | 93 | -7
CC(=O)c1c(N2CCCCC2)nc(=O)n(-c2ccccc2)c1C | 1 | 0.39 | 1.1 | -6 | 1545 | -10 | 10 | -4 | 5 | 112 | 7
O=c1c(Cc2ccc(F)cc2)c(O)ccn1Cc1ccco1 | 1 | -1.4 | 0.9 | 5 | 1463 | 7 | -2 | -6 | 4 | 103 | 0
O=C(Cn1cnc2ccccc2c1=O)N1CCN(c2ccccc2)CC1 | 1 | -0.41 | 0.9 | 6 | 1510 | 6 | 4 | -1 | 1 | 98 | -10
CCOCCCNC(=O)c1ccccc1SCC | 1 | nt | 1.1 | -9 | 1486 | -14 | 7 | 2 | 6 | 113 | 0
COc1ccc(CNc2ncnc3cc(OC)c(OC)cc23)cc1OC | 0.9 | 2.2 | 1.2 | -24 | 1649 | 24 | 11 | 17 | 1 | 88 | 1
COC(=O)c1ccc(NC(=O)Nc2ccc(F)cc2F)cc1 | 1.1 | nt | 1 | -5 | 1606 | 8 | 5 | -14 | 1 | 94 | 5
COc1ccc2c(c1)-c1nc(NC(=O)c3ccco3)sc1CC2 | 1 | 2.3 | 0.4 | nt | 1608 | 28 | 7 | -14 | 10 | 79 | 7
O=C(C(c1ccccc1)N1CCOCC1)N1CCOCC1 (centres undefined) | 1.1 | -0.54 | 1.1 | -7 | 1544 | 6 | 8 | 0 | -2 | 95 | 8
C/C(=N/NC(=O)c1cc(O)c(O)c(O)c1)c1ccc([N+](=O)[O-])cc1 | 0.9 | 0.36 | 1 | 4 | 1647 | 8 | 4 | 4 | 8 | 98 | 2
CCOc1ccccc1OCC(=O)Nc1nnc(COC)s1 | 1 | nt | 1 | -3 | 1486 | 9 | 2 | 7 | 6 | 97 | -3
CCOC(=O)c1c(NC(=O)CCc2ccc(CC)o2)sc(C)c1C | 1.1 | nt | 0.9 | 7 | 1585 | 3 | -2 | 12 | 1 | 100 | 14
CC(C)(C)C(=O)Nc1ccccc1C(=O)Nc1cc(Cl)ccc1Cl | 1.1 | nt | 0.9 | 10 | 1672 | -8 | 0 | 9 | -1 | 107 | -7
Nc1nc2ccccc2n1C(=O)c1ccco1 | 1 | nt | 0.9 | 6 | 1614 | -7 | 3 | -43 | -3 | 105 | 2
Cc1cc(=O)n2nc(N3CCC(C(=O)NCc4cccnc4)CC3)sc2n1 | 1 | -0.008 | 1 | 0 | 1631 | 5 | -3 | -2 | 2 | 99 | -2
CCN(CC)CCNC(=S)N1CCn2c(nc3ccccc32)C1 | 1 | -2.7 | 0.9 | 7 | 1601 | 2 | 6 | -1 | 2 | 106 | 7
CCC(C)n1c(SCC(=O)NCCc2ccc(S(N)(=O)=O)cc2)nc2ccsc2c1=O (centres undefined) | 0.9 | 0.18 | 1 | -2 | 1751 | 6 | 10 | -3 | 12 | 98 | 0
Cc1nn(C(=O)Cn2cc([N+](=O)[O-])cn2)c(C)c1Cl | 1.1 | 1.1 | 1 | 2 | 1590 | 4 | 4 | 1 | 10 | 102 | 4
OCCNc1ncnc2c1c(-c1ccccc1)c(-c1ccccc1)n2Cc1ccco1 | 0.9 | -1 | 1.1 | -13 | 1312 | -8 | -3 | 0 | 6 | 104 | -14
CSc1nnc(-c2cccs2)n1C | 1 | 0.2 | 1 | -2 | 1568 | 5 | 1 | -3 | 2 | 98 | 3
CSc1nsc(SCC(=O)Nc2nc3ccc(C)cc3s2)n1 | 1 | nt | 0.8 | 18 | 1654 | 7 | 5 | 0 | 2 | 93 | 2
CCCCN(C)CCNC(=O)c1nn(-c2ccc(OC)cc2)c(=O)c2c1c1ccccc1n2C | 1 | -0.39 | 1.2 | -19 | 1756 | 2 | 7 | -2 | 9 | 109 | 0

Record cards (already shown):
Cc1nn(C(=O)Cn2cc([N+](=O)[O-])cn2)c(C)c1Cl in the list: TNAP act hi DEA = 1.1; ROMK mod = 1.1; bIAP activator = 1; bIAP inhibitor = 2; SRC2 TRFRET art = 1590; STAT3 blocker = 4; PPARg SRC-2 ag = 4; STAT1 inh = 1; PPARg SRC1 recr = 10; STAT3 activator = 102; PPARg SRC-3 ag = 4
CSc1nnc(-c2cccs2)n1C in the list: TNAP act hi DEA = 1; ROMK mod = 0.2; bIAP activator = 1; bIAP inhibitor = -2; SRC2 TRFRET art = 1568; STAT3 blocker = 5; PPARg SRC-2 ag = 1; STAT1 inh = -3; PPARg SRC1 recr = 2; STAT3 activator = 98; PPARg SRC-3 ag = 3

(more compounds)
SMILES | TNAP act hi DEA | ROMK mod | bIAP activator | bIAP inhibitor | SRC2 TRFRET art | STAT3 blocker | PPARg SRC-2 ag | STAT1 inh | PPARg SRC1 recr | STAT3 activator | PPARg SRC-3 ag
Cc1cccnc1Nc1ncnc(N)c1[N+](=O)[O-] | 1 | -0.23 | 1 | 2 | 1552 | 7 | 1 | -3 | 3 | 99 | 5
Cc1cnc(NC(=O)Nc2ccc(Cl)cc2)s1 | 1 | 0.2 | 1 | 4 | 1643 | -16 | 1 | -208 | -4 | 114 | 5
Cc1cccc(N2CCN(C(=O)c3ccc4c(c3)OCCO4)CC2)c1C | 1 | 2.5 | 1 | 0 | 1722 | 11 | 10 | -2 | 7 | 97 | -2
CCCCCCOc1ccc(NC(=O)CC2C(=O)N(CC)C(=S)N2Cc2ccco2)cc1 (centres undefined) | 1 | -0.32 | 0.9 | 11 | 1769 | -4 | 4 | 18 | 5 | 104 | 3
CCCCNC(=O)CSc1nc2ccccc2c(=O)n1C1CCCC1 | 1 | -0.16 | 0.9 | 8 | 1605 | 2 | 8 | 1 | 8 | 100 | -7
CN(C)c1ccc(-c2nnc(-c3ccc(S(=O)(=O)C(F)F)cc3)o2)cc1 | 1 | nt | 1 | 2 | 1843 | 12 | -1 | -12 | 17 | 93 | 9
CCC(CO)Nc1ncnc2c1cnn2-c1ccc(Cl)cc1 (centres undefined) | 0.9 | nt | 1.1 | -8 | 1592 | 20 | -4 | -52 | -2 | 88 | 0
O=C(c1cc(-c2ccc(Cl)c(Cl)c2)on1)N1CCN(c2ccccc2)CC1 | 1.1 | nt | 0.9 | 5 | 1649 | 16 | 5 | -5 | 7 | 94 | -2
CCc1ccccc1NC(=S)NN | 1 | -1.2 | 1 | -2 | 1378 | 7 | 6 | -5 | 1 | 96 | 0
CCc1ccc2c(COC(=O)c3n[nH]c4ccccc34)cc(=O)oc2c1 | 1 | nt | 1.4 | -41 | 1526 | 4 | 10 | -14 | 13 | 106 | 7
N/C(=N\OC(=O)c1ccc(F)cc1)c1ccccc1 | 1 | nt | 0.9 | 5 | 1737 | -10 | 2 | -63 | -4 | 119 | 12
COc1cccc(NC(C(=O)Nc2cccc(C(C)=O)c2)c2ccccc2)c1 (centres undefined) | 1 | -0.05 | 1.1 | -5 | 1515 | -6 | -3 | -4 | 4 | 103 | -1
O=C(Nc1ccccc1F)c1ccccc1-c1ccc(C(F)(F)F)cc1 | 1 | 0.07 | 1.1 | -6 | 1565 | -6 | -2 | 6 | 6 | 108 | 3
Cc1ccc(CNC(=O)C2(C)Oc3ccccc3NC2=O)cc1 (centres undefined) | 1 | 0.063 | 0.8 | 16 | 1407 | -3 | 3 | -3 | -5 | 109 | -3
COc1ccc(NC(=S)NCC(c2ccco2)N2CCCC2)cc1 (centres undefined) | 1 | 0.18 | 0.9 | 7 | 1544 | 9 | 3 | -8 | 4 | 94 | 5
CCn1nnnc1-c1ccc(OC)c(S(=O)(=O)NCc2ccccc2)c1 | 1 | nt | 0.9 | 7 | 1598 | 2 | -4 | 1 | 4 | 100 | -5
Fc1ccccc1CCNc1nnnn1-c1ccccc1 | 1 | -0.28 | 0.7 | 34 | 1412 | 2 | -7 | 10 | 1 | 99 | 4
COc1ccc(-c2csc(Nc3ccc(S(N)(=O)=O)cc3)n2)cc1 | 1 | 1.1 | 0.8 | 21 | 1648 | 30 | 7 | -5 | 9 | 75 | 10
COC(=O)NNC(=O)c1ccccc1C | 1 | 0.062 | 1 | 3 | 1678 | 5 | 5 | 1 | 2 | 95 | 0
Cc1ccc(O)c(CNc2cccc3cccnc23)c1 | 1 | -1.8 | 0.9 | 8 | 1618 | -16 | -1 | -6 | 2 | 115 | 5
